# BRCT inh red = qHTS Assay for Inhibitors of BRCT-Phosphoprotein Interaction (Red Fluorophore); AID 892, 2007; Breast cancer type 1 susceptibility protein (Homo sapiens), P38398; BRCT-phosphopeptide binding, red fluorescence polarization; 75,000 compounds, 0.03% hits; Potency, µM (series often up to 76.9 µM), for the others: at the highest dose activity change, negative = inhibition, actives largely listed as inhibitors; note: % is set by controls: 0 for no effect and ±100 for the full control effect
#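 Fluorescence polarization: 100 nM His-tagged BRCA1 BRCT with 100 nM TAMRA-labelled phospho-BACH1 decapeptide, phosphate buffer pH 7.3 with 150 mM NaCl, DTT, 0.01% Tween 20; 12 min RT. Binding inhibition seen as FP decrease.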
# Fluorescein autfl = qHTS Assay for Spectroscopic Profiling in Fluorescein Spectral Region. Compound autofluorescence, 480/540 nm, fluorescein-equivalent; stronger effect = higher value. max fluorescein-equivalent concentration, M. 59,000 compounds, 0.91% hits. AID 593, 2007; in the data active = max fluorescein-equivalent concentration above about 10 nM; inconclusive = between about 1.1 nM and that limit
#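 Fluorescein stocks ranging 3 mM down to 300 nM, plus DMSO blanks, were pinned alongside compounds to build a per-plate standard curve. Buffer: 100 mM Tris, pH 8.0. Incubation 15 min, room temperature; filters 480/540 nm.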
# A350 autofl = qHTS Assay for Spectroscopic Profiling in A350 Spectral Region | Compound autofluorescence, 340/450 nm, Alexa 350 dye-equivalents; stronger effect = higher value | AID 590, 2007 | max dye-equivalent concentration, M | 59,000 compounds, 11% hits; in the data active = max dye-equivalent concentration above about 10 nM; inconclusive = mostly about 1.1 nM to 9.6 nM
# Caspase-1 inhib = qHTS Assay for Allosteric/Competitive Inhibitors of Caspase-1. P29466. Caspase-1 enzyme, Ac-WEHD-AFC fluorogenic rate. Potency, µM (titrated, usually from 57.5 µM), without a hit: top-dose activity change, negative = inhibition, hits mostly inhibitors. 75,000 compounds, 0.03% hits;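 note: potency is the fitted concentration of half-maximal effect; plate controls were vehicle for no effect and no substrate for full effect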
# Target sequence (P29466 120-297 limits assumed): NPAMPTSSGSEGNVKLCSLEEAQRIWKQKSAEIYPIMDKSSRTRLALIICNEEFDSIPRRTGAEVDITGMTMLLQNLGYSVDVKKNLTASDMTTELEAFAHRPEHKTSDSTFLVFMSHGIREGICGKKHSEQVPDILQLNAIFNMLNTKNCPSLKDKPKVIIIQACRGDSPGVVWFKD
# Target sequence (P29466 317-404 limits assumed): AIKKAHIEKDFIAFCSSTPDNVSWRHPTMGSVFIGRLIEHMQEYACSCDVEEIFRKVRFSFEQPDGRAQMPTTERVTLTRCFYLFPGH
# TexasRed autofl = qHTS Assay for Spectroscopic Profiling in Texas Red Spectral Region | Compound fluorescence, Texas Red channel, 547/618 nm; stronger effect = higher value | max dye-equivalent concentration, M | 59,000 compounds, 0.06% hits; in the data active = max dye-equivalent concentration above about 10 nM; inconclusive = between about 1.1 nM and that limit
#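 Compound titrations in 100 mM Tris pH 8.0 were incubated 15 min at room temperature and read at 547 nm excitation / 618 nm emission. Texas Red six-point standard curve on each plate converted fluorescence to dye-equivalent concentration.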
# 4-MU autofl = qHTS Assay for Spectroscopic Profiling in 4-MU Spectral Region | compound autofluorescence, 340/450 nm, 4-MU equivalents; stronger effect = higher value | max dye-equivalent concentration, M | 59,000 compounds, 11% hits; in the data active = max dye-equivalent concentration above about 10 nM; inconclusive = mostly about 1.1 nM to 9.6 nM
#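 Compounds in 100 mM Tris, pH 8.0, sat 15 min at room temperature before fluorescence was read at 340 nm excitation/450 nm emission; a per-plate six-point 4-MU standard curve converted signals to dye-equivalent concentration at each compound concentration.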
# HEK293 cAMP cs = qHTS Assay for Agonists of the Thyroid Stimulating Hormone Receptor: Activators of Intracellular cAMP Concentrations in Parental HEK 293; 73,000 compounds, 2.5% hits; parental HEK293 CNG cAMP sensor, membrane potential fluorescence; Potency, µM (highest dose often 57.1 µM), without a hit: top-dose activation, usual class: activators; note: potency is the fitted concentration of half-maximal effect; % of control where 0% means no effect; nearly all actives have a fitted effect of over 55% in size
#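 Parental HEK 293 cells stably expressing a modified CNG channel (no TSHR) report cAMP rise as membrane depolarization. Membrane potential dye with 100 uM RO 20-1724 was loaded for 60 min at room temperature, then compound added for 30 min; fluorescence read at 590 nm.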
# USP2a inhib = qHTS Assay for Inhibitors of Ubiquitin-specific Protease USP2a. Ubiquitin carboxyl-terminal hydrolase 2 (Homo sapiens), O75604. USP2a enzymatic assay, qHTS inhibition. Potency, µM (highest dose often 38.3 µM), without a hit: at the top dose activity change, negative = inhibition, usual class: inhibitors. 60,000 compounds, 0.1% hits. AID 927, 2007;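 note: potency is the fitted concentration of half-maximal effect; nearly all actives have a fitted effect of over 60% in size; plate controls were DMSO for no effect and NEM full inhibition control for full effect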
#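 Inhibition is measured in a cell-free coupled assay with 20 nM USP2 core, 20 nM Ub-PLA2 and 20 uM NBD C6-HPC, 2.5 h incubation. Activity normalized to NEM control.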
# Casp7 inh = qHTS Assay for Allosteric/Competitive Inhibitors of Caspase-7 | recombinant caspase-7, Ac-DEVD-AFC fluorescence rate | Potency, µM (series often up to 57.5 µM), without a hit: top-dose activity change, negative = inhibition, usual class: inhibitors | 75,000 compounds, 0.02% hits | AID 889, 2007; active = well fitted inhibition curve with a large enough effect in the main read-out, with a control signal flat, not every such curve was filed as active; inconclusive = small, poorly fitted or top-dose-only effect, or a change in a side signal; note: potency is the fitted concentration of half-maximal effect; % of control where 0% means no effect
# Target sequence (P55210 24-198 limits assumed): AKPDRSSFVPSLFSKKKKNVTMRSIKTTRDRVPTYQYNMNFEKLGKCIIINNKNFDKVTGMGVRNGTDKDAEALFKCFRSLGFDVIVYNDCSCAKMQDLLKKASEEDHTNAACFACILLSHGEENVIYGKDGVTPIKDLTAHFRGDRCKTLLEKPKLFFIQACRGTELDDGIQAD
# Target sequence (P55210 207-303 limits assumed): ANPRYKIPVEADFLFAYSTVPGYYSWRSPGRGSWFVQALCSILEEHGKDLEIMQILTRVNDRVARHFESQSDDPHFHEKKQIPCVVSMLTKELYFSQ
# BRCT inh green = qHTS Assay for Inhibitors of BRCT-Phosphoprotein Interaction (Green Fluorophore); Breast cancer type 1 susceptibility protein (Homo sapiens), P38398; BRCA1 BRCT-phosphopeptide binding, green fluorescence polarization; Potency, µM (highest dose often 76.9 µM), without a hit: at the top dose activity change, negative = inhibition, usual class: inhibitors; 75,000 compounds, 0.05% hits;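 note: potency is the fitted concentration of half-maximal effect; plate controls were peptide without protein for full effect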
#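 Fluorescence polarization: His-tagged BRCT (~35 kDa BRCA1 C-terminus, 250 nM) bound to 100 nM fluorescein-labeled phosphorylated 10-aa BACH1 peptide, pH 7.3 phosphate buffer with DTT and Tween 20. Compounds incubated 12 min at room temperature; inhibition read as lowered polarization.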
# Rhodamine autofl = qHTS Assay for Spectroscopic Profiling in Rhodamine Spectral Region; Rhodamine-region fluorescence, 547/598 nm, Tris buffer; stronger effect = higher value; max dye-equivalent concentration, M; 59,000 compounds, 0.05% hits; in the data active = max dye-equivalent concentration above about 11 nM; inconclusive = between about 1.1 nM and that limit
#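 Compounds in 100 mM Tris buffer, pH 8.0, were incubated 15 min at room temperature, then read at 547 nm excitation and 598 nm emission. Fluorescence was normalized against a per-plate six-point rhodamine standard curve as dye-equivalent concentration.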
# An asterisk follows results filed as active; i = inactive; ? = inconclusive; / = not tested or not shown; [ ] = dose if it differs, or a comment. Unless noted, calls come from the whole dose curve; as a rule, active = well fitted curve in the direction sought with a large enough effect; inconclusive = small, poorly fitted or top-dose-only effect, or another doubt; inactive = no such curve, though single readings can be large; an effect the other way counts as inactive or inconclusive.
# Order of results – BRCT inh red | Fluorescein autfl | A350 autofl | Caspase-1 inhib | TexasRed autofl | 4-MU autofl | HEK293 cAMP cs | USP2a inhib | Casp7 inh | BRCT inh green | Rhodamine autofl
CC(OC(=O)c1nsc(Cl)c1Cl)C(=O)NCc1cccs1 (stereo unspecified)
  -2.6% | ? | ? | 0% | i | i | 16% | 7% | -2% | -1.7% | i
CN1CCN(c2ccccc2NC(=O)C(Cc2ccccc2)n2cccc2)CC1 (stereo unspecified)
  -0.4% | / | / | -5% | / | / | 16% | / | -4% | 0.4% | /
COc1ccc(-n2c(Cc3cccn3C)nnc2SCC(=O)Nc2cc(Cl)ccc2OC)cc1
  -0.9% | / | / | -6% | / | / | -5% | / | -6% | -4.1% | /
CC(/C(O)=C(\C#N)c1nc2ccccc2n1C)N1C(=O)c2ccccc2C1=O (stereo unspecified)
  0.5% | i | i | 1% | i | i | -2% | 1% | -4% | -1.7% | i
O=C(Cn1ncc2c1-c1ccccc1OC2)Nc1ccc(S(=O)(=O)N2CCCCC2)cc1
  1.0% | / | / | -4% | / | / | 7% | / | -5% | -3.7% | /
Cc1cc(C)n(C(=O)c2cccc(S(=O)(=O)N3CCCC3)c2)n1
  0.9% | i | 1.1e-08M* | 2% | ? | ? | ? | 4% | 1% | 1.4% | i
OCC(CO)(CO)N=Cc1c(O)ccc2ccccc12
  -0.2% | / | / | -5% | / | / | -4% | 26% | -3% | -3.0% | /
O=S(=O)(NCC1CCCO1)c1cccc(C(F)(F)F)c1 (stereo unspecified)
  -2.8% | ? | i | -1% | i | i | -11% | 0% | -2% | -2.6% | i
CCn1c2ccccc2c2cc(NC(=O)CSc3nnnn3-c3ccccc3)ccc21
  0.6% | i | ? | -2% | i | i | -2% | 40%[activator] | 0% | -0.8% | i
CC(=O)N1CCN(C(=O)COc2ccc(Br)cc2)CC1
  1.3% | i | i | 0% | ? | i | 2% | 1% | 0% | -0.4% | i
O=C(O)C1C2CCC(C2)C1C(=O)Nc1cc(F)ccc1F (stereo unspecified)
  -0.5% | i | i | -1% | i | i | 2% | -4% | 1% | -3.4% | i
O=C1CN(C(=O)c2ccc(Br)o2)C(c2ccc(F)cc2)c2cc(Cl)ccc2N1 (stereo unspecified)
  -0.2% | i | i | -3% | i | i | ? | 44%[activator] | -3% | 1.8% | i
CCc1c2c(nc3ccc(OC)cc13)OC(CC)C2 (stereo unspecified)
  -1.8% | / | / | 0% | / | / | ? | / | 0% | 2.4% | /
Cc1cc(COc2ccccc2OCCN2CCN(C)CC2)no1
  / | i | ? | / | i | ? | / | / | / | / | i
CC1(C)N([O-])C(c2cccs2)=C[N+]1=O
  1.1% | i | i | 1% | ? | i | 3% | -4% | 0% | 0.5% | i
COc1cc(=O)[nH]c(=O)n1C(=O)Cc1ccccc1
  1.4% | / | / | -8% | / | / | 5% | 0% | 0% | -1.7% | /
CC1(C)C/C(=N\O)c2cc3c(nc2C1)CCCC3
  0.1% | / | / | -1% | / | / | 21%[11.4 µM] | 4%[7.66 µM] | 1% | -4.0% | /
c1cnc(N2CC[N+]3(CCCC3)CC2)nc1
  1.6% | i | ? | -1% | i | i | -1% | 68%[activator] | -1% | -3.1% | i
COc1ccc(C2C(C#N)=C(N)Oc3c2oc(CO)cc3=O)c(OC)c1OC (stereo unspecified)
  0.7% | ? | i | 1% | i | i | 16% | 2% | -1% | -1.0% | i
COc1cc(OC)c(C2C(C(=O)N3CCOCC3)=C(C)NC3=C2C(=O)CC(C)(C)C3)cc1OC (stereo unspecified)
  -2.4% | ? | 1e-08M* | 0% | i | ? | 1% | 2% | -1% | -5.0% | i
COc1cc2c(C(=O)NCc3ccc4c(c3)OCO4)cn(C)c(=O)c2cc1OC
  -1.4% | i | i | 2% | i | i | -10% | 48%[activator] | 1% | 0.1% | i
CCOC(=O)CC(=O)CSc1nnc2c(n1)[nH]c1ccccc12
  0.9% | i | i | -3% | ? | i | ? | 26% | 1% | 1.8% | i
Cc1nc2cnc(N3CCNCC3)nc2n(Cc2ccc(F)cc2)c1=O
  0.5% | i | 1.1e-07M* | 1% | i | 9.8e-08M* | ? | 53%[activator] | 0% | 12% | i
CCn1c(=O)cc(SCC(=O)NCc2ccc3c(c2)OCO3)c2ccccc21
  1.2% | ? | i | 1% | i | i | 10% | 17% | -2% | 1.7% | i
O=C(CS(=O)(=O)Cc1ccccc1)N1CCN(C(=O)c2ccco2)CC1
  1.5% | ? | i | -2% | i | i | 1% | / | 3% | -2.4% | i
Cc1cc(CN2C(=O)c3ccccc3C2=O)on1
  -1.1% | i | i | -1% | i | i | 9% | -4% | 0% | 0.4% | i
O=c1[nH]c(SCc2cc(=O)n3ccccc3n2)nc2c1CCC2
  -2.3% | i | i | 2% | i | i | -3% | -3% | 0% | -1.0% | i
Cc1ccccc1Cn1nc(C)c(NC(=O)c2noc3c2CCCC3)c1C
  -1.9% | i | i | 1% | i | i | 6% | 29% | -1% | -0.3% | i
O=C(c1cccc(C(F)(F)F)c1)N1CCCC1
  -0.3% | i | i | 1% | ? | i | 1% | 0% | 0% | -1.4% | i
O=C(CSc1nc2ccccc2o1)N1CCCC1
  0.3% | ? | ? | 1% | i | i | 7% | 8% | -1% | -0.8% | i
CCN(C(=O)CN1CCN(C)CC1)c1cccc2ccccc12
  0.8% | ? | i | 1% | ? | i | ? | -11% | 0% | -1.8% | i
Cc1nc(NC(=O)c2cc3c(s2)CCCCC3)sc1C(=O)N(C)C
  -0.7% | i | i | -1% | i | i | 3% | 34%[activator] | -3% | -3.9% | i
O=C(Oc1ccccc1)N1CCC[C@@]2(CCN(c3ccccc3)C2)C1
  -0.2% | i | i | -5% | i | i | -1% | 87%[activator] | -8% | 3.0% | i
O=C(Nc1nccs1)C1CCN(S(=O)(=O)c2ccc3c(c2)OCCCO3)CC1
  -0.6% | i | i | 0% | i | i | 19% | 12% | 0% | -1.7% | i
Cc1ccc(Cl)cc1N1CCN(C(=O)C2CCC(=O)N2C(C)C)CC1 (stereo unspecified)
  0.5% | / | / | -2% | / | / | -37%[inhibitor] | / | -3% | -0.3% | /
COc1ccc(S(=O)(=O)N(C)CC(=O)N2CCCCCC2)cc1OC
  -1.7% | i | ? | 0% | i | i | 6% | 0% | -2% | 0.8% | i
CN(C)CC[C@@H](c1ccccc1)c1ccccn1
  0.6%[34.4 µM] | ? | ? | -1%[25.7 µM] | ? | ? | ? | -11%[17.1 µM] | 2%[25.7 µM] | -5.8%[34.4 µM] | i
CC1CCC(C(C)C)[C@H](O)C1 (stereo partly specified)
  -2.8% | / | / | 1% | / | / | / | 11% | -1% | 0.8%[3.08 µM] | /
O=C(N/N=C1/C[C@@H](O)[C@@H](O)[C@@H]2[C@@H]3C(=O)N(c4cccc(Oc5ccccc5)c4)C(=O)[C@H]3CC[C@@H]12)OCc1ccccc1
  2.8%[15.4 µM] | / | / | -1%[11.5 µM] | / | / | 0%[11.4 µM] | / | -1%[11.5 µM] | -3.6%[15.4 µM] | /
CCOC(=O)N1CCN(S(=O)(=O)c2cccs2)CC1
  0.7% | i | i | 1% | i | i | 7% | -2% | -1% | -1.5% | i
O=C(O)C1CCN(c2nc(-c3ccccc3)nc3c2oc2ccccc23)CC1
  1.4% | ? | ? | -2% | i | ? | -20% | 6% | 0% | -1.1% | i
COc1ccc2c(c1)OC(O)(C(F)(F)C(F)F)CC2=O (stereo unspecified)
  0.5% | / | / | 0% | / | / | 17% | 6% | -2% | -0.9% | /
COC(=O)[C@@]1(Cc2ccccc2)[C@H]2c3cc(C(=O)N(C)C)n(Cc4ccc(O)c(OC)c4)c3C[C@H]2CN1C(=O)c1ccccc1
  -1.2% | / | / | -2% | / | / | 25µM* | / | -6% | 1.3% | /
COC(=O)c1cccc(Nc2nc3ccccc3nc2C)c1
  -0.6% | / | / | -13% | / | / | 32µM* | 20% | -13% | -0.9% | /
CNc1nnc(CSc2nc3ccccc3s2)s1
  -2.2% | ? | i | 0% | ? | i | 17% | -2% | -2% | 0.0% | i
Cc1ccc(NC(=O)c2c(O)c3ccccc3n(C)c2=O)nc1
  0.0% | i | 1.5e-08M* | -6% | i | 1.6e-08M* | ? | 0% | -2% | -0.6% | i
CCN1CCN(C(=O)c2cc3c(=O)n4ccccc4nc3n2Cc2ccccc2)CC1
  -1.1% | i | i | -1% | i | i | 0% | 7% | -1% | 1.0% | i
O=C(CSc1ccc(Cl)cc1)OCc1nnc(-c2ccccc2)o1
  -1.0% | ? | i | -2% | ? | i | 29% | -2% | -2% | -0.3% | i

# This is a subset; count on the stated rates, not on these rows.
